Bioassay records from PubChem BioAssay.
APP 5'UTR act: activators of APP 5'UTR luciferase reporter, primary screen, SH-SY5Y cells; SH-SY5Y APP 5'UTR luciferase reporter, luminescence; zero percent = DMSO vehicle wells; AID 1276, 2008; 190,000 compounds, 1% hits; activation, % at 2 µM;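 active = activation above a set limit, based on mean plus 3 SD of controls, cut at about 140% in these data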; note: values of inactives mirror those of a sister screen read the other way
Hsp70 act: Hsp70 transcriptional activators, primary screen, cell-based, HeLa, Hsp70 promoter luciferase, luminescence, 10 µM; HeLa Hsp70 promoter luciferase reporter; scaled: vehicle 0, proteasome-inhibitor control 100%; activation, % at 10 µM; 200,000 compounds, 0.04% hits;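 active = activation above the mean across all tested compounds plus 3 SD, cutoff set per campaign, cut at about 5.5% in these data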;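 note: 100% = MG132 at 30 µM as the positive control and 0% = DMSO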
Redox H2O2 prof: compounds producing H2O2 with reducing agent – biochemical, NIH compound library profiling, artefact control for MLSCN library redox annotation, primary screen; 200,000 compounds, 0.03% hits; activation, % at 10 µM; DTT-dependent redox cycling H2O2, phenol red/HRP absorbance; 100% = 100 µM peroxide control, 0% = buffer; AID 878, 2007;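 active = activation of at least 50% relative to the plate's high and low controls in the primary single-dose screen; inactive = activation below 50%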;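 note: compound incubated with DTT at 0.8 mM final as the reducing agent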
STAT1 activator: STAT1 signaling activators, primary screen, cell-based, HTS, luciferase reporter. NIH 3T3 STAT1-luciferase reporter, IFN-gamma, luminescence; 100% = IFN-gamma alone, no compound. activation (% of control), % at 5.5 µM. 200,000 compounds, 2.6% hits. AID 932, 2007;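 active = activation above the screen-wide mean activation plus 3 SD, cut at about 130% in these data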;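 note: raw ratio to IFN-gamma control signal so 100% means no change and 0% no light; values of inactives mirror those of a sister screen read the other way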
STAT3 inh: IL-6 driven STAT3 reporter inhibitors, primary screen, U3A cells, luciferase, luminescence, MLSCN library; IL-6 STAT3-luciferase reporter; host cell line lacks STAT1; inhibition, % at 5.5 µM; 190,000 compounds, 0.89% hits;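 active = inhibition above the mean inhibition across all screened compounds plus 3 SD, cut at about 44% in these data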;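 note: 0% = DMSO only wells and 100% = 100 µM nifuroxazide control wells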
HMGR II inh: inhibitors of E. faecalis class II HMGR, primary screen, biochemical, Enterococcus faecalis; HMG-CoA reductase (Enterococcus faecalis, mvaE); purified E. faecalis HMGR, NADPH absorbance 340 nm kinetic; inhibition, % at 10 µM; 190,000 compounds, 0.41% hits; AID 1066, 2008;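 active = inhibition above a set limit, the median over all tested compounds plus 3 SD, cut at about 9.5% in these data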;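 note: enzyme runs in reverse so mevalonate oxidation gives rising NADPH absorbance; 0% = complete reaction with DMSO and 100% = background rate lacking mevalonate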
NF-kB expr up: activators of NF-kB expression in neurons, primary screen, cell-based, HTS | 190,000 compounds, 1.6% hits | fold change at 12.5 µM | human neuronal cells, NF-kB reporter expression; stronger effect = higher value | AID 1239, 2008; in the data active = fold change above about 3.3
STAT1 inh: STAT1 signaling inhibitors, primary screen, cell-based, HTS, luciferase reporter. AID 920, 2007. NIH 3T3 STAT1-luciferase reporter, IFN-gamma, luminescence. 200,000 compounds, 0.35% hits. inhibition, % at 5.5 µM;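 active = inhibition above a set limit, the mean inhibition across all tested compounds plus 3 SD, cut at about 34% in these data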;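 note: 0% = IFN-gamma with DMSO and 100% = IFN-gamma with 300 µM nifuroxazide; values of inactives mirror those of a sister screen read the other way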
STAT3 activator: IL-6 driven STAT3 reporter potentiators, primary screen, U3A cells, luciferase, luminescence, MLSCN library; IL-6 STAT3-luciferase reporter; 100% = signal with IL-6 EC80 alone; activation (% of control), % at 5.6 µM; 190,000 compounds, 0.91% hits;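 active = activation above the screen-wide mean of compound activation plus 3 SD, cut at about 130% in these data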;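 note: 0% = background luminescence of wells with medium and substrate only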
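Material: human U3A cells carrying STAT3-luciferase construct. Measured by: reporter luminescence signal. Timing: compound 1 h, then IL-6 6 h at 37 °C.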
TLR4 MyD88 comp: inhibitors of TLR4-MyD88 association in cells, primary screen, cell-based, HeLa CL3-4, BLA complementation, FRET ratio | Toll-like receptor 4 (Homo sapiens) + Myeloid differentiation primary response protein … | HeLa CL3-4 TLR4/MyD88 BLA complementation | inhibition, % at 8.4 µM | 200,000 compounds, 0.18% hits | AID 861, 2007; in the data active = inhibition above about 25%;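 note: 0% = vehicle and 100% = reference inhibitor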
Target sequence (O00206 whole entry, looked up): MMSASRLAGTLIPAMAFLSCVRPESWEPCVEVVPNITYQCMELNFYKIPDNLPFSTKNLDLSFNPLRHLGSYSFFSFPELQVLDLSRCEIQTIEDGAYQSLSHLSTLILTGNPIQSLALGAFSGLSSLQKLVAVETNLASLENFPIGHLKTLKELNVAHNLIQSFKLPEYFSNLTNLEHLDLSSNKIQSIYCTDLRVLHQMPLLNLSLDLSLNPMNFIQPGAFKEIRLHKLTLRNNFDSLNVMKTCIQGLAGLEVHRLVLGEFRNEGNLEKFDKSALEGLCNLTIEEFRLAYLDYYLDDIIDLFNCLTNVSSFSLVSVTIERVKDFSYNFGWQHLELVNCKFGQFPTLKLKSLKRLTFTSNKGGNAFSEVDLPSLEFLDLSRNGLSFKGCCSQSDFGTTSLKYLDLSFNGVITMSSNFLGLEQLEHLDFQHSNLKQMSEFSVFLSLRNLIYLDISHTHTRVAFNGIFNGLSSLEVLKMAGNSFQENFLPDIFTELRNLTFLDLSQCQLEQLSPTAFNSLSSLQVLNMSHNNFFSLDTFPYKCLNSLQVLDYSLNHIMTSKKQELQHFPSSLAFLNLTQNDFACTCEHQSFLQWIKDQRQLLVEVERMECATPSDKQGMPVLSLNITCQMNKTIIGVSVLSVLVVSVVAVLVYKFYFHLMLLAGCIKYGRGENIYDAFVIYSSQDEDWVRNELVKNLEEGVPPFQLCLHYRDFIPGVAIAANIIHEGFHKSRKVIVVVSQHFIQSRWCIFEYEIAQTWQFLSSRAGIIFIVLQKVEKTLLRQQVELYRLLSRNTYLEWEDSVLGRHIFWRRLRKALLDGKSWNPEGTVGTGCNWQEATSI
Target sequence (Q99836 whole entry, looked up): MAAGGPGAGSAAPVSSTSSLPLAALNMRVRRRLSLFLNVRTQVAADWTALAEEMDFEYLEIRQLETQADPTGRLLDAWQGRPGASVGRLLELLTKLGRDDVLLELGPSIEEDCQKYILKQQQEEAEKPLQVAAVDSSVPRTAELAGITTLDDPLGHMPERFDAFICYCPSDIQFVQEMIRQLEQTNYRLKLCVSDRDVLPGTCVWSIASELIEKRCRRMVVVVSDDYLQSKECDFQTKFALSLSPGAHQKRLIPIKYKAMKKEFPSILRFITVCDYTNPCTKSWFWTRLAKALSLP
* hit, by the source's call; · = no result given.

mol	APP 5'UTR act	Hsp70 act	Redox H2O2 prof	STAT1 activator	STAT3 inh	HMGR II inh	NF-kB expr up	STAT1 inh	STAT3 activator	TLR4 MyD88 comp
O=C(C/C=N\OCc1c(Cl)cccc1Cl)Oc1ccc(Cl)cc1Cl	15	0.1	0.3	100	-1	3	1.4	0	104	7
Cc1[nH]nc2c1C(c1cccc(OC(=O)N3CCOCC3)c1)C(C#N)=C(N)O2 (configuration not stated)	1	-0.3	0.8	106	-2	1	1.2	-7	105	2
CCOC(=O)c1oc2ccccc2c1CSc1nnnn1-c1ccc(C)cc1	7	1.0	0.1	101	1	-4	1.1	-1	101	4
COc1ccc(OCC(O)Cn2cnc(-c3ccc(Br)cc3)c2)cc1 (configuration not stated)	-9	0.0	-0.5	98	20	-3	0.95	5	84	-2
c1cncc(CSc2ccc(-c3ccc4c(c3)OCO4)nn2)c1	63	-0.2	-0.5	128	19	-2	2.5	-33	88	6
CCCCn1cnc2c([nH]c3cc(OC)ccc32)c1=O	24	-0.1	-2.5	116	20	-1	1.6	-18	86	-2
CCCn1c(SCc2ccccn2)nc2c1c(=O)n(C)c(=O)n2C	-4	-0.2	-2.2	108	2	-1	1.2	-7	104	-2
CCOC(=O)c1c(-c2ccc(F)cc2)csc1NC(=O)CCN1CCOCC1	13	-0.4	0.3	97	-5	0	0.52	3	109	-14
Cc1ccc(COc2ccsc2C(=O)NN)cc1	30	-0.4	-0.2	96	14	0	1.3	4	90	-2
CN1CCc2nc(NC(=O)c3cccc(OC(F)F)c3)sc2C1	18	-0.2	0.3	115	-9	-3	1.5	-22	108	1
COc1ccc(-n2ccnc2SCC(=O)NCc2ccc(F)cc2)c(OC)c1	3	2.8	-0.9	91	2	-4	1	8	100	8
CCn1cc(-c2nnnn2-c2ccc(Cl)cc2)c(=O)c2ccccc21	10	0.2	-3.6	104	19	0	1.2	-5	90	-8
CNc1cc(N2CCCCCC2)ccc1[N+](=O)[O-]	23	-0.3	2.5	94	7	-20	1	6	100	5
CCn1cc(CNC(=O)CC2C(=O)NCCN2CC(c2ccccc2)c2ccccc2)cn1 (configuration not stated)	1	-0.3	-1.3	97	8	-2	1.1	1	97	-8
COc1cccc(-c2cc3nc4c(c(NCC(C)(C)CN(C)C)n3n2)CCCC4)c1	103	-0.1	-0.1	140*	-8	-4	0.9	-45	108	8
CN1C(=O)CC(N2CCN(C(=O)CN3CCCC3)CC2)C1=O (configuration not stated)	12	-0.4	0.3	103	-3	-3	1.3	-5	106	2
CCC(=O)Nc1cccc(NC(=O)c2ccc3c(c2)OCO3)c1	34	-0.1	2.0	110	10	0	1.4	-11	94	-7
Cc1ccc(C(=O)N2CC(C)OC(C)C2)c(Cl)c1 (configuration not stated)	-5	-0.3	-0.1	101	-7	-2	1.3	-1	106	-2
Cn1c(C(=O)OCC(=O)NCc2cccs2)cc2sccc21	1	0.2	-8.8	105	4	-1	1.2	-6	102	-4
Clc1ccc(Sc2ccc(/C=N/n3cnnc3)o2)cc1	9	0.0	0.4	98	4	-2	1	3	98	1
CCCCC(=O)Nc1ccc(C(=O)Nc2nc(CC(=O)OCC)cs2)cc1	-7	-0.5	-0.2	103	5	-5	0.74	3	96	1
CCNC(=O)c1ccc2c(c1)C1C3CCC(C3)C1C(c1ccccc1)N2 (configuration not stated)	4	0.3	0.0	95	-16	-4	0.99	5	110	1
CCC(=O)Nc1ccc(C(=O)Nc2ccc(OC)cc2[N+](=O)[O-])cc1	-10	-0.4	1.4	102	17	-9	1	-2	83	3
O=C(Cc1ccc(F)cc1)NC1CCSC1=O (configuration not stated)	21	0.0	-0.5	103	-1	0	1.1	-5	103	-14
COc1ccc(NC(=O)c2cc(-c3ccc(OC)c(OC)c3)on2)cc1OC	-5	0.0	4.3	104	11	-5	0.74	-4	95	-10
CCN1CCCC1CN(Cc1cc2ccc(C)cc2[nH]c1=O)C(=S)Nc1cccc(OC)c1 (configuration not stated)	10	-0.3	-0.1	107	-8	-10	0.6	-8	109	-18
O=C(COC(=O)c1ccccc1Nc1ccccc1)NCc1ccco1	0	-0.4	0.8	101	3	1	1.1	-1	101	-6
C=CCN1C(=O)/C(=C/c2ccc(O)cc2)S/C1=N/c1nccs1	-1	-0.2	-0.2	98	5	-1	0.67	3	100	-15
CC(=O)c1cccc(N(C(=O)CNC(=O)c2ccco2)C(C(=O)NCc2ccco2)c2ccccc2)c1 (configuration not stated)	6	-0.5	-0.2	98	-4	-4	1.1	0	106	7
O=C(Nc1ccc(Oc2ncccn2)cc1)c1ccco1	14	-0.1	4.0	103	3	3	1	-3	100	-3
C/C(=N\NC(=O)C1COc2ccccc2O1)c1cc2ccccc2o1 (configuration not stated)	-5	2.0	-0.5	107	20	-2	1.2	-8	87	6
COc1ccc(C(C(=O)NC2CCCC2)N(Cc2ccc(C)cc2)C(=O)c2ccn[nH]2)cc1OC (configuration not stated)	6	-0.3	-9.4	97	16	4	1	3	93	11
COC(=O)C(Cc1c[nH]c2ccccc12)N1CCS(=O)(=O)CC1 (configuration not stated)	-13	-0.2	0.5	96	21	-6	1.2	2	90	-19
O=C(N/N=C/c1ccc2c(c1)OCO2)c1cc(-c2ccccc2Cl)nc2ccccc12	-5	-0.6	-0.4	97	-3	3	0.67	4	106	-3
Cc1cccc(SC2CCN(Cc3nc(CC4CC4)no3)CC2)c1	-1	-0.2	0.6	106	1	-3	0.9	-7	110	11
CCOC(=O)C1CCN(C(=O)Cc2c(F)cccc2Cl)CC1	-3	0.2	1.0	96	8	-3	0.91	4	96	-17
COCCC(=O)Nc1ccc2c(c1)CN(C(=O)CCOC)CC2	-13	-0.3	-1.0	98	-5	5	1.1	0	106	-4
Cc1nc(S/C(=C/c2ccc(OCc3ccc(C(=O)O)cc3)cc2)C(=O)O)n[nH]1	-13	-0.2	0.0	100	-1	-3	1.2	-3	102	-1
C[C@@H]1CCC[C@H](C)N1Cc1nc(Cc2ccccc2Cl)no1	10	0.5	-0.5	115	-2	4	1.2	-18	106	4
COc1cccc(CN(C)CC(=O)Nc2cc3oc4ccccc4c3cc2OC)c1	-7	-0.2	1.0	99	12	-6	0.74	2	92	3
COc1ccc(N2CCN(C(c3cc4cc(C)ccc4[nH]c3=O)c3nnnn3Cc3ccccc3)CC2)cc1 (configuration not stated)	-5	0.4	-0.7	110	12	-1	3	-11	95	-6
COc1cc2nc(CN(CCC(C)C)Cc3nc4cc(OC)c(OC)cc4c(=O)[nH]3)[nH]c(=O)c2cc1OC	6	-0.1	-2.7	101	-11	0	0.56	-1	113	-3
Cc1ccc(C(=O)Nc2ccon2)cc1S(=O)(=O)N1CCOCC1	-27	-0.1	13	104	0	-1	0.97	-4	102	5
CN(Cc1ccccc1)c1oc(COc2ccccc2F)nc1C#N	·	0.0	-0.8	102	16	-1	1	-3	94	-10
O=C(CN(CC1CCCO1)C(=O)CCC(=O)Nc1ccccn1)NCc1ccccc1 (configuration not stated)	-14	-0.2	0.2	106	-2	5	1.1	-2	104	12
Nc1ccc(S(=O)(=O)c2ccc(N)cc2)cc1	15	-0.2	0.5	96	-1	0	1.3	4	103	-7
COc1cc2nc(C3CCC3)n(NC(=O)C3CCC3)c(=O)c2cc1OC	-5	-0.2	-5.5	92	-3	-1	1.1	9	103	-2
O=C(c1ccc2c(c1)OCCO2)C1CCN(S(=O)(=O)c2ccccc2F)CC1	7	-0.4	0.0	98	1	0	0.97	2	102	1
COc1cc(C(=O)ON=C2C=C(C)C(=O)C(C)=C2)cc(OC)c1OC	-15	0.0	-0.3	94	0	-7	1.3	6	105	-7
O=c1[nH]c(NCCO)nc2ncn(Cc3ccccc3)c12	·	-0.3	0.2	92	-1	-4	1	9	101	16
C=CCc1cccc2cc(C(=O)Nc3ccccc3C(=O)O)c(=O)oc12	9	0.1	-0.7	32	6	-6	0.96	72*	100	4
Cc1cc(C)cc(OCc2ccc(C(=O)O)o2)c1	-8	-0.4	2.4	96	0	3	1.3	4	103	-3
CCN(CC)CC(=O)Nc1c(C)cc(C(C)(C)C)cc1C	0	0.3	1.1	114	-9	0	1.2	-16	111	1

Entries shown so far that contain a cyano group (2):
mol	APP 5'UTR act	Hsp70 act	Redox H2O2 prof	STAT1 activator	STAT3 inh	HMGR II inh	NF-kB expr up	STAT1 inh	STAT3 activator	TLR4 MyD88 comp
Cc1[nH]nc2c1C(c1cccc(OC(=O)N3CCOCC3)c1)C(C#N)=C(N)O2 (configuration not stated)	1	-0.3	0.8	106	-2	1	1.2	-7	105	2
CN(Cc1ccccc1)c1oc(COc2ccccc2F)nc1C#N	·	0.0	-0.8	102	16	-1	1	-3	94	-10

An unsorted share of the library; about 5.6% have a hit in one of these screens.
